# Screens as filed in PubChem.
# TcdB GH inh – inhibitors of Clostridioides difficile toxin B glycohydrolase | hit rate 0.24% among 350,000 | P18177 | AID 652162 | TcdB glycohydrolase enzymatic assay, plate reader | inhibition, % at 9.99 µM; in the data active = inhibition above about 10%
# Starred values were filed as active, the others as inactive. Not all compounds are listed; count on the stated rates, not on these rows.
SMILES,TcdB GH inh
C[C@H]1CN([C@@H](C)CO)C(=O)c2cc(N(C)C)ccc2O[C@H]1CN(C)S(=O)(=O)c1ccc(F)cc1,-5.3
CO[C@@H]1CN(C)C(=O)c2ccc(NC(C)=O)cc2OC[C@@H](C)N(C(=O)c2ccccn2)C[C@H]1C,-6.0
O=C(C[C@H]1CC[C@H]2[C@@H](COC[C@@H](O)CN2C(=O)c2cccnc2)O1)NCc1ccc(Cl)cc1,-2.7
Cc1noc(C)c1NC(=O)Nc1ccc2c(c1)C(=O)N([C@H](C)CO)C[C@@H](C)[C@@H](CN(C)C(=O)NC(C)C)O2,-0.7
O=C(C[C@@H]1CC[C@H]2[C@@H](COC[C@@H](O)CN2C(=O)c2ccc(F)cc2)O1)N1CCCCC1,0.8
CCCNC(=O)N1[C@H](C#N)[C@H](c2ccccc2-c2ccc(F)cc2)[C@@H]1CO,0.1
Cc1ccc(S(=O)(=O)Nc2ccc3c(c2)C(=O)N([C@H](C)CO)C[C@H](C)[C@H](CN(C)C(=O)Nc2ccc(F)cc2)OCCCC[C@H](C)O3)cc1,-3.2
COCC(=O)N(C)C[C@@H]1Oc2ncc(C#CCC3CCCC3)cc2C(=O)N([C@H](C)CO)C[C@@H]1C,-0.4
CO[C@H]1CN(C)C(=O)c2ccc(NS(C)(=O)=O)cc2OC[C@H](C)N(C)C[C@@H]1C,0.2
CCC(=O)Nc1ccc2c(c1)OC[C@H](C)N(Cc1ccccc1)C[C@@H](C)[C@@H](OC)CN(C)C2=O,-2.1
CO[C@@H]1CN(C)C(=O)c2ccc(NS(=O)(=O)c3cn(C)cn3)cc2OC[C@@H](C)N(Cc2cccc(Cl)c2)C[C@H]1C,0.3
C[C@H]1CN([C@@H](C)CO)S(=O)(=O)c2ccc(/C=C/c3ccccc3)cc2O[C@H]1CN(C)C(=O)c1ccncc1,0.2
C[C@H](CO)N1C[C@H](C)[C@H](CN(C)C)Oc2ccc(NC(=O)CCCN(C)C)cc2C1=O,0.0
C[C@@H]1CCCCO[C@@H](CN(C)C(=O)NC2CCCCC2)[C@@H](C)CN([C@H](C)CO)C(=O)c2cc(NC(=O)CCC(F)(F)F)ccc2O1,0.3
CC(=O)N(C)C[C@@H]1Oc2cc(-c3ccc(C#N)cc3)ccc2S(=O)(=O)N([C@@H](C)CO)C[C@H]1C,1.7
O=S(=O)(c1cccs1)N1CCCCN2[C@H](CO)[C@@H](c3ccc(Br)cc3)[C@@H]2C1,0.5
COc1ccc(COCC23N=C4SCC(=O)N4[C@H](c4ccccc4O2)[C@H]3CO)cc1,-1.6
C[C@@H]1CCCCO[C@@H](CN(C)S(=O)(=O)c2ccc(Cl)cc2)[C@H](C)CN([C@H](C)CO)C(=O)c2cc(NC(=O)CCCN(C)C)ccc2O1,1.6
Cc1ccc(S(=O)(=O)N(C)C[C@@H]2Oc3ccc(NC(=O)C4CC4)cc3CC(=O)N([C@H](C)CO)C[C@H]2C)cc1,1.1
Cc1noc(C)c1NC(=O)N(C)C[C@H]1Oc2ccc(NC(=O)Nc3ccc4c(c3)OCO4)cc2CC(=O)N([C@H](C)CO)C[C@H]1C,-1.0

# The last four compounds of the part above open the next one:
SMILES,TcdB GH inh
COc1ccc(COCC23N=C4SCC(=O)N4[C@H](c4ccccc4O2)[C@H]3CO)cc1,-1.6
C[C@@H]1CCCCO[C@@H](CN(C)S(=O)(=O)c2ccc(Cl)cc2)[C@H](C)CN([C@H](C)CO)C(=O)c2cc(NC(=O)CCCN(C)C)ccc2O1,1.6
Cc1ccc(S(=O)(=O)N(C)C[C@@H]2Oc3ccc(NC(=O)C4CC4)cc3CC(=O)N([C@H](C)CO)C[C@H]2C)cc1,1.1
Cc1noc(C)c1NC(=O)N(C)C[C@H]1Oc2ccc(NC(=O)Nc3ccc4c(c3)OCO4)cc2CC(=O)N([C@H](C)CO)C[C@H]1C,-1.0
Cc1ccc(S(=O)(=O)N(C)C[C@H]2OCCCC[C@H](C)Oc3ccc(NS(=O)(=O)c4cn(C)cn4)cc3C(=O)N([C@@H](C)CO)C[C@@H]2C)cc1,1.4
CC(C)NC(=O)N(C)C[C@@H]1Oc2ccc(NC(=O)Nc3ccc(F)cc3)cc2CC(=O)N([C@H](C)CO)C[C@@H]1C,-0.5
COCC(=O)Nc1ccc2c(c1)C(=O)N(C)C[C@H](OC)[C@@H](C)CN(Cc1cncnc1)[C@H](C)CO2,-1.0
O=C(NC1CCCCC1)N1CC(=O)N2[C@H](CO)[C@H](c3ccc(/C=C/c4ccccc4)cc3)[C@@H]2C1,-0.6
NCC[C@@H]1CC[C@H](NS(=O)(=O)Cc2ccccc2)[C@H](CO)O1,0.5
CCCC(=O)Nc1ccc2c(c1)OC[C@@H](C)N(Cc1ccccc1F)C[C@H](C)[C@H](OC)CN(C)C2=O,-0.1
COc1ccc(-c2ccc3c(c2)[C@H]2[C@H](CCN2C(=O)c2cnccn2)[C@H](CO)N3)cc1,0.5
CO[C@H]1CN(C)C(=O)c2ccc(NC(=O)C3CC3)cc2OC[C@H](C)N(C(=O)NC(C)C)C[C@H]1C,-1.4
COc1cccc(S(=O)(=O)N[C@H]2CC[C@H](CC(=O)NCc3ccc(F)cc3)O[C@@H]2CO)c1,-0.8
C/C=C/c1cnc2c(c1)C(=O)N([C@H](C)CO)C[C@@H](C)[C@@H](CN(C)C(=O)Nc1ccccc1F)O2,0.8
O=C(C[C@@H]1C=C[C@@H](NC(=O)c2ccc3c(c2)OCO3)[C@@H](CO)O1)NCc1ccc(Oc2ccccc2)cc1,0.3
COc1cccc(-c2ccc3c(c2)O[C@H](CN(C)C(C)=O)[C@H](C)CN([C@H](C)CO)S3(=O)=O)c1,-0.1
Cc1ccccc1-c1cnc2c(c1)C(=O)N([C@@H](C)CO)C[C@@H](C)[C@@H](CN(C)Cc1ccccc1F)O2,-1.5
C[C@H]1CN([C@@H](C)CO)C(=O)c2cc(-c3ccc(C#N)cc3)cnc2O[C@H]1CN(C)Cc1cccnc1,0.0
CCCN(C)C[C@@H]1Oc2cc(C#Cc3ccccc3F)ccc2S(=O)(=O)N([C@@H](C)CO)C[C@H]1C,0.0
CC(=O)N[C@@H]1CC[C@@H](CCNC(=O)C2CCCCC2)O[C@H]1CO,-2.2
CCCNC(=O)N1CC2(CCN(S(=O)(=O)c3cccc(OC)c3)CC2)c2c(n(C)c3cc(OC)ccc23)[C@H]1CO,0.5
O=C(CC1CC1)N1CC2(C1)[C@H](c1ccccc1)[C@H](CO)N2Cc1ccc(F)cc1,-0.2
C[C@@H]1CN([C@H](C)CO)C(=O)Cc2cc(NC(=O)Cc3cn(C)c4ccccc34)ccc2O[C@H]1CN(C)Cc1ccc(Cl)c(Cl)c1,-4.6
CC(C)C[C@@H]1NC(=O)[C@H]2C[C@@H](C(=O)NCCCCCN)[C@@H](c3cccc(OCCO)c3)N2C1=O,-0.3
COc1ccc(S(=O)(=O)Nc2ccc3c(c2)C(=O)N([C@H](C)CO)C[C@@H](C)[C@@H](CN(C)Cc2ccc(C(F)(F)F)cc2)OCCCC[C@@H](C)O3)cc1,0.1
COc1ccc(CN(C)C[C@H]2Oc3c(NC(=O)c4cnccn4)cccc3C(=O)N([C@@H](C)CO)C[C@@H]2C)cc1,0.2
Cc1noc(C)c1NC(=O)Nc1cccc2c1O[C@@H](CN(C)Cc1ccc(C(F)(F)F)cc1)[C@H](C)CN([C@H](C)CO)C2=O,0.1
O=C(C1CCOCC1)N1CC(=O)N2[C@H](CO)[C@@H](c3ccc(/C=C/c4ccccc4)cc3)[C@H]2C1,-0.1
O=C(C1CCC1)N1CC(=O)N2[C@@H](CO)[C@H](c3ccc(Br)cc3)[C@@H]2C1,0.1
Cc1ccc(S(=O)(=O)Nc2ccc3c(c2)C(=O)N([C@H](C)CO)C[C@@H](C)[C@H](CN(C)C(=O)C2CCCCC2)OCCCC[C@H](C)O3)cc1,2.3
C[C@@H]1CN([C@H](C)CO)C(=O)c2cc(NC(=O)c3ccncc3)ccc2O[C@@H]1CN(C)Cc1ccc(C(=O)O)cc1,0.0
CC(C)NC(=O)N[C@@H]1CC[C@H](CC(=O)NC2Cc3ccccc3C2)O[C@@H]1CO,0.4
C/C=C/c1ccc([C@@H]2[C@@H](CO)N(C(=O)C3CC3)C23CN(S(=O)(=O)CC)C3)cc1,-1.2
COc1ccc(C#Cc2ccc([C@@H]3[C@@H](CO)N4CCCCN(Cc5ccncc5)C[C@@H]34)cc2)cc1,-0.2
COc1ccc(CN(C)C[C@@H]2Oc3ccc(NC(=O)Nc4ccc5c(c4)OCO5)cc3CC(=O)N([C@H](C)CO)C[C@@H]2C)cc1,-0.9
CC(C)NC(=O)N(C)C[C@H]1Oc2c(cccc2N(C)C)C(=O)N([C@@H](C)CO)C[C@H]1C,-0.2
C[C@H]1CN([C@@H](C)CO)C(=O)Cc2cc(NC(=O)Cc3ccccc3)ccc2O[C@H]1CN(C)C(=O)Nc1ccc(F)cc1,1.3
COc1ccc(NC(=O)Nc2ccc3c(c2)C(=O)N([C@H](C)CO)C[C@@H](C)[C@@H](CN(C)S(=O)(=O)c2cn(C)cn2)O3)cc1,-0.2
COc1ccc(S(=O)(=O)N(C)C[C@H]2Oc3ccc(NC(=O)C4CC4)cc3C(=O)N([C@H](C)CO)C[C@H]2C)cc1,-2.1
C[C@@H]1CN([C@H](C)CO)S(=O)(=O)c2ccc(C#CC3CC3)cc2O[C@@H]1CN(C)Cc1ccncc1,1.1
CCNC(=O)C[C@H]1CC[C@H]2[C@@H](COC[C@@H](O)CN2S(=O)(=O)c2ccc(Oc3ccccc3)cc2)O1,-1.0
O=C(C[C@@H]1C[C@H]2c3cc(NS(=O)(=O)c4ccc(F)cc4)ccc3O[C@H]2[C@@H](CO)O1)NCc1ccc(Oc2ccccc2)cc1,-0.9
C[C@@H]1CN([C@@H](C)CO)C(=O)Cc2cc(NC(=O)C3CCCCC3)ccc2O[C@@H]1CN(C)S(=O)(=O)c1ccccc1,1.8
COc1ccc(CNC(=O)N(C)C[C@@H]2OCc3ccccc3-c3ccccc3C(=O)N([C@@H](C)CO)C[C@H]2C)cc1,1.9

# Compounds from the list above that contain two or more sulfur atoms:
SMILES,TcdB GH inh
O=S(=O)(c1cccs1)N1CCCCN2[C@H](CO)[C@@H](c3ccc(Br)cc3)[C@@H]2C1,0.5
Cc1ccc(S(=O)(=O)N(C)C[C@H]2OCCCC[C@H](C)Oc3ccc(NS(=O)(=O)c4cn(C)cn4)cc3C(=O)N([C@@H](C)CO)C[C@@H]2C)cc1,1.4

# Among those listed so far, 3 have a cyano group:
SMILES,TcdB GH inh
CCCNC(=O)N1[C@H](C#N)[C@H](c2ccccc2-c2ccc(F)cc2)[C@@H]1CO,0.1
CC(=O)N(C)C[C@@H]1Oc2cc(-c3ccc(C#N)cc3)ccc2S(=O)(=O)N([C@@H](C)CO)C[C@H]1C,1.7
C[C@H]1CN([C@@H](C)CO)C(=O)c2cc(-c3ccc(C#N)cc3)cnc2O[C@H]1CN(C)Cc1cccnc1,0.0

# New compounds follow
SMILES,TcdB GH inh
CCC(=O)N1CC2(CN(C(=O)Nc3ccc(F)cc3)C2)c2c([nH]c3cc(OC)ccc23)[C@@H]1CO,1.4
O=C(C[C@@H]1CC[C@H]2[C@@H](COC[C@H](O)CN2C(=O)Cc2ccccc2)O1)NC1CCCC1,-2.8
Cc1noc(C)c1NC(=O)N1C[C@@H](O)COC[C@@H]2O[C@H](CC(=O)NCC3CC3)CC[C@H]21,-1.3
COc1ccc(-c2ccc([C@@H]3[C@@H](CO)N4CCCCN(C(=O)c5ccc(F)cc5)C[C@@H]34)cc2)cc1,0.1
COc1ccc(S(=O)(=O)N[C@H]2C=C[C@H](CC(=O)NCCc3ccncc3)O[C@H]2CO)cc1,4.7
O=C(Cc1ccccc1)N1CC(=O)N2[C@H](CO)[C@@H](c3ccc(C#Cc4ccccc4)cc3)[C@@H]2C1,-1.4
COc1ccc(NC(=O)Nc2cccc3c2O[C@@H](CN(C)S(=O)(=O)c2ccc(Cl)cc2)[C@H](C)CN([C@@H](C)CO)C3=O)cc1,0.3
CO[C@@H]1CC[C@@H]2CCN(C)C(=O)CCCN(C)C(=O)c3cc(C#N)ccc3OC[C@H]1O2,0.0
Cc1ccc(-c2ccc3c(c2)O[C@@H](CN(C)C(=O)CN(C)C)[C@@H](C)CN([C@H](C)CO)S3(=O)=O)cc1,-0.1
COc1ccccc1-c1ccccc1[C@H]1[C@@H](C#N)N(C(=O)C2CCOCC2)[C@H]1CO,0.9
COc1ccccc1C(=O)Nc1ccc2c(c1)C(=O)N(C)C[C@H](OC)[C@@H](C)CN(C(C)=O)[C@H](C)CO2,0.0
Cc1ccc(S(=O)(=O)N(C)C[C@H]2OCCCC[C@@H](C)Oc3ccc(NC(=O)NC4CCCCC4)cc3C(=O)N([C@H](C)CO)C[C@@H]2C)cc1,-0.5
C[C@H]1CN([C@@H](C)CO)C(=O)c2cc(NC(=O)Cn3cnnn3)ccc2O[C@H]1CN(C)C(=O)Nc1ccccc1,-0.1
COc1ccc(CN(C)C[C@H]2Oc3c(NC(=O)CCCCCC(=O)Nc4ccccc4N)cccc3C(=O)N([C@@H](C)CO)C[C@@H]2C)cc1,-0.2
C[C@@H]1CCCCO[C@@H](CN(C)C)[C@@H](C)CN([C@H](C)CO)C(=O)c2cc(NC(=O)NC3CCCCC3)ccc2O1,-0.8
Cc1ccc(S(=O)(=O)N[C@@H]2CC[C@@H](CCn3cc(C4CCCC4)nn3)O[C@@H]2CO)cc1,-3.1
C/C=C/c1ccc2c(c1)O[C@@H](CN(C)C(=O)Nc1ccccc1)[C@H](C)CN([C@H](C)CO)S2(=O)=O,0.9
COc1cccc(-c2ccc([C@H]3[C@@H](CO)N4C(=O)CN(C(=O)C5CCC5)C[C@@H]34)cc2)c1,0.3
CCCC#Cc1ccc([C@@H]2[C@@H](CO)N3C(=O)CN(C(=O)Nc4cc(F)ccc4F)C[C@@H]23)cc1,0.9
C[C@@H]1CN([C@H](C)CO)C(=O)c2cccc(NC(=O)c3cnccn3)c2O[C@H]1CN(C)C(=O)Nc1cccc2ccccc12,0.8
C[C@@H]1CN([C@@H](C)CO)C(=O)c2cc(NC(=O)CCCN(C)C)ccc2O[C@@H]1CN(C)Cc1ccncc1,1.8
C[C@@H]1CN([C@@H](C)CO)C(=O)c2cc(Br)cnc2O[C@H]1CN(C)C(=O)c1ccccc1,-1.5
